PKA-R1A act = activators of PKA-R1A holoenzyme, primary screen, biochemical, fluorescence polarization, Cy5-IP20, bovine R1A, mouse PKAc; cAMP-dependent protein kinase type I-alpha regulatory subunit (Bos taurus) + …; PKA-R1A dissociation; scaled: DMSO 0%, 113 µM cGMP 100%; activation, % at 11.4 µM; 340,000 tested, 0.083% active; AID 504707, 2011;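 active = percent activation above the mean of all tested compounds plus 3 SD, cut at about 19% in these data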;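 also: higher means more PKAc released from R1A so a rise in polarization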
PKA-R2B activ = activators of PKA-R2B holoenzyme, primary screen, biochemical, fluorescence polarization, Cy5-IP20, human; AID 504700, 2011; PKA-R2B holoenzyme dissociation; R2B truncated from residue 108, S112A mutant; 0% DMSO only, 100% 113 µM cGMP; 340,000 tested, 0.079% active; activation, % at 11.4 µM;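 active = activation above a cutoff set at the mean over all compounds plus 3 SD, cut at about 18% in these data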;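 also: higher means more holoenzyme dissociation and a rise in polarization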
DSG3 Ab inh = inhibitors of pemphigus antibody binding to DSG3, primary screen, biochemical, bead-based, flow cytometry, scFv-GFP. DSG3-coupled beads, scFv-anti-DSG3-GFP binding; hits give low values. Desmoglein-3 (Homo sapiens), P32926. 310,000 tested, 0.48% active. binding (percent of control), % at 10 µM;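 active = binding more than 3 SD below its plate's average and above zero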;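 also: hits lower antibody fragment binding to DSG3; some compounds called inactive have numbers as strong as hits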
Target sequence (P32926 whole entry, looked up, the tested form may be a part): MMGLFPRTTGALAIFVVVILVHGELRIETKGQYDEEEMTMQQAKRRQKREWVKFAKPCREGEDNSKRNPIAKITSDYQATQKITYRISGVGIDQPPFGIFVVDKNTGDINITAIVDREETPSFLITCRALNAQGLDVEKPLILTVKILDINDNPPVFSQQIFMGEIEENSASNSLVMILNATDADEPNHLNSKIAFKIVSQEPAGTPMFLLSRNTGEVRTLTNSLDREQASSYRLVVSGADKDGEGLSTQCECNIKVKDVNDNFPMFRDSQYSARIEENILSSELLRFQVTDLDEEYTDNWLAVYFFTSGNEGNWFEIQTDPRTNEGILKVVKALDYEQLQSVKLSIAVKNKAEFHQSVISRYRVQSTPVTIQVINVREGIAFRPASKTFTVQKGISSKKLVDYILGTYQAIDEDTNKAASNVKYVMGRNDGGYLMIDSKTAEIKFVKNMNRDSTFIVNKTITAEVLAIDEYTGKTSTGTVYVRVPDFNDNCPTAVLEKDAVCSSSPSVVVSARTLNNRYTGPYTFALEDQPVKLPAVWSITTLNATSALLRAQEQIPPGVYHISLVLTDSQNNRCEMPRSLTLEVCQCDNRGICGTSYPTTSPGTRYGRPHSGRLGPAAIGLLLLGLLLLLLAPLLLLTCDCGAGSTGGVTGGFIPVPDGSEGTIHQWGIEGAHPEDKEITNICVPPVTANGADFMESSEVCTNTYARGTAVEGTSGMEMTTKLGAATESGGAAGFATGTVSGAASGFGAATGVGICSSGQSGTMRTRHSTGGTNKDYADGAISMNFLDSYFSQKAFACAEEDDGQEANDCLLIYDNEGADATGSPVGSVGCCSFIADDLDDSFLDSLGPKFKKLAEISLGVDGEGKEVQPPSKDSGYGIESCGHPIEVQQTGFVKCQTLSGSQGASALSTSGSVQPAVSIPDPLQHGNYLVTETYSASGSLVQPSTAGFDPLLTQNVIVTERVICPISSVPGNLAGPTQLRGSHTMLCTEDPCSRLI
Active calls of the source: *; . = no result given.

#	structure	PKA-R1A act	PKA-R2B activ	DSG3 Ab inh
1	COc1ccc(S(=O)(=O)N(C)C[C@@H]2OCc3cn(nn3)CCCC(=O)N([C@@H](C)CO)C[C@H]2C)cc1	-13.6	-11.7	109.9
2	Cc1ccc(-c2ccc(CN3C(C(C)C)C(=O)N(Cc4cn(Cc5ccco5)nn4)CCS3(=O)=O)cc2)cc1 (centres undefined)	-0.2	-6.8	103.0
3	COCOCCn1cc(CN2CCS(=O)(=O)N(Cc3ccc(-c4ccc(Cl)cc4)cc3)C(CC(C)C)C2=O)nn1 (centres undefined)	-10.6	-9.6	112.5
4	CC1(C)CC(=O)C=C(c2ccc(-c3cccc4c3sc3ccccc34)cc2)C1=O	-8.9	2.9	99.5
5	Cc1ccc(Cc2c(-c3ccccc3)nc3ccc(Cl)cn23)cc1	-1.6	4.1	105.2
6	C[C@@H]1CN([C@@H](C)CO)C(=O)CCCn2nncc2CO[C@H]1CN(C)Cc1ccc(Cl)c(Cl)c1	7.4	10.8	99.6
7	Cc1ccc([C@H]2N[C@]3(CCCN(Cc4ccco4)C3=O)[C@H]3C(=O)N(Cc4ccccc4)C(=O)[C@@H]23)cc1	-8.4	-9.6	106.1
8	O=C(CN1CCCc2ccccc21)Nc1cccc(S(=O)(=O)N2CCCC2)c1	3.2	-1.2	142.2
9	COc1ccc(S(=O)(=O)N(C)C[C@@H]2OCc3cnnn3CCCC(=O)N([C@H](C)CO)C[C@@H]2C)cc1	-3.6	7.3	117.8
10	CN1CCN(C(=O)C[C@H]2C[C@H]3c4cc(NC(=O)NC5CCCCC5)ccc4O[C@H]3[C@@H](CO)O2)CC1	-1.5	-3.2	101.2
11	COc1ncnc2c1ncn2CCCN1CCN(Cc2ccc(C)cc2)CC1	-6.3	-12.9	108.2
12	CCCCCCn1c(=O)n2n(c1=O)C[C@]1(OC(=O)NCc3ccc(OC)c(OC)c3)CN(S(=O)(=O)c3ccc(C)cc3)C[C@]1(O)C2	-11.6	-13.1	108.3

In another format: 2 of the compounds above
Every second line gives: PKA-R1A act	PKA-R2B activ	DSG3 Ab inh
1. COc1ccc(S(=O)(=O)N(C)C[C@@H]2OCc3cn(nn3)CCCC(=O)N([C@@H](C)CO)C[C@H]2C)cc1
 : -13.6	-11.7	109.9
2. Cc1ccc(-c2ccc(CN3C(C(C)C)C(=O)N(Cc4cn(Cc5ccco5)nn4)CCS3(=O)=O)cc2)cc1 (centres undefined)
 : -0.2	-6.8	103.0

Later entries
#	structure	PKA-R1A act	PKA-R2B activ	DSG3 Ab inh
13	Cn1cccc1CN1CCC[C@]2(N[C@H](c3ccc(C(F)(F)F)cc3)[C@@H]3C(=O)N(Cc4ccccc4)C(=O)[C@@H]32)C1=O	8.5	7.2	98.4
14	CCN(CC)CCN=c1c(C)nc(C#N)c(N)n1O	6.7	-10.3	102.2
15	C[C@H]1CN([C@@H](C)CO)S(=O)(=O)c2ccc(Br)cc2O[C@@H]1CN(C)C(=O)CCN1CCCCC1	-2.8	-7.2	96.9
16	O=C(Cn1sc2ccccc2c1=O)Nc1ccc(F)cc1	-1.4	-10.3	53.1
17	C[C@H](O)[C@@H]1C(=O)N2CCc3ccc(-c4ccccc4)cc3[C@@H]2C[C@@H]1N(C)C(=O)c1ccco1	-13.9	-0.1	99.1
18	Cc1ccc(S(=O)(=O)Nc2ccc3c(c2)C(=O)N([C@@H](C)CO)C[C@@H](C)[C@@H](CN(C)CC2CC2)OCCCC[C@@H](C)O3)cc1	-1.1	2.3	99.1
19	C[C@H](CO)N1C[C@H](C)[C@@H](CN(C)Cc2ccccc2C(=O)O)OCc2cnnn2CCCC1=O	-5.3	-1.4	101.2
20	C[C@@H]1CN([C@H](C)CO)C(=O)CCCn2nncc2CO[C@H]1CN(C)S(=O)(=O)c1ccc(-n2cccn2)cc1	-0.1	-1.9	109.5
21	Cc1ccc(OCCSc2nc3ccccc3n2CCC(=O)O)c(C(C)C)c1	1.4	-0.1	95.8
22	CCCCCC(=O)N1C[C@@H](O)[C@H](n2cc(-c3ccc(F)cc3)nn2)C[C@@H]1c1ccc(C)cc1	0.3	-0.2	107.0
23	CCC(C)C(CO)NCCCn1cnc2c(OCc3ccccc3)ncnc21 (centres undefined)	12.0	2.8	100.9
24	O=C(C[C@H]1C(=O)N(Cc2ccccc2)C[C@@H]1Cc1ccccc1)Nc1ccc(Br)cc1	-7.6	0.3	97.0
25	Cc1cccc(S(=O)(=O)N(C)C[C@@H]2OCc3cn(nn3)CCCC(=O)N([C@@H](C)CO)C[C@H]2C)c1	-1.8	0.7	102.2
26	COc1ccc([C@H]2N[C@]3(CCCN(Cc4ccc(C)cc4)C3=O)[C@H]3C(=O)N(C)C(=O)[C@@H]23)cc1	0.4	1.5	98.4
27	COc1ccc2c(c1)CCO[C@]21O[C@H](CCO)C[C@H](O)[C@H]1O	-3.4	-6.9	99.5
28	C[C@H](CO)N1C[C@H](C)[C@@H](CN(C)Cc2cccnc2)OCc2cnnn2CCCC1=O	-2.6	-6.9	.
29	C[C@H](CO)N1C[C@H](C)[C@@H](CN(C)S(=O)(=O)c2ccccc2F)OCc2cnnn2CCCC1=O	-0.2	5.5	104.4
30	C[C@H]1CN([C@@H](C)CO)S(=O)(=O)c2ccc(C#CC3CC3)cc2O[C@@H]1CN(C)S(C)(=O)=O	-2.7	-4.3	105.9
31	O=C(c1ccco1)N1CC2(CC(c3ccc(Cl)cc3)=NO2)CN1Cc1ccc(Br)cc1 (centres undefined)	-12.2	-11.5	100.9
32	O=C(COC(=O)c1cc(S(=O)(=O)N2CCOCC2)ccc1Cl)NC1CCCCC1	-5.2	-2.7	110.3
33	CCN(c1ccccc1)S(=O)(=O)c1ccc(OC)c(NC(=O)c2ccco2)c1	14.0	11.7	101.8
34	N#Cc1ccccc1C[C@H](N)C(=O)NC[C@H]1O[C@@H](n2ccc(N)nc2=O)[C@H](O)[C@@H]1O	-5.8	2.2	91.3
35	COc1ccc(CN(CCCn2cnc3c(OC)ncnc32)CCCn2cnc3c(OC)ncnc32)cc1	2.1	-3.3	99.0
36	C[C@@H]1CN([C@H](C)CO)C(=O)c2c(c3ccccc3n2C)-c2ccccc2CO[C@H]1CN(C)Cc1ccc(C(F)(F)F)cc1	-3.5	-7.2	98.6

Nothing new here: an excerpt of the list.
#	structure	PKA-R1A act	PKA-R2B activ	DSG3 Ab inh
23	CCC(C)C(CO)NCCCn1cnc2c(OCc3ccccc3)ncnc21 (centres undefined)	12.0	2.8	100.9
24	O=C(C[C@H]1C(=O)N(Cc2ccccc2)C[C@@H]1Cc1ccccc1)Nc1ccc(Br)cc1	-7.6	0.3	97.0
25	Cc1cccc(S(=O)(=O)N(C)C[C@@H]2OCc3cn(nn3)CCCC(=O)N([C@@H](C)CO)C[C@H]2C)c1	-1.8	0.7	102.2
26	COc1ccc([C@H]2N[C@]3(CCCN(Cc4ccc(C)cc4)C3=O)[C@H]3C(=O)N(C)C(=O)[C@@H]23)cc1	0.4	1.5	98.4
27	COc1ccc2c(c1)CCO[C@]21O[C@H](CCO)C[C@H](O)[C@H]1O	-3.4	-6.9	99.5
28	C[C@H](CO)N1C[C@H](C)[C@@H](CN(C)Cc2cccnc2)OCc2cnnn2CCCC1=O	-2.6	-6.9	.
29	C[C@H](CO)N1C[C@H](C)[C@@H](CN(C)S(=O)(=O)c2ccccc2F)OCc2cnnn2CCCC1=O	-0.2	5.5	104.4
30	C[C@H]1CN([C@@H](C)CO)S(=O)(=O)c2ccc(C#CC3CC3)cc2O[C@@H]1CN(C)S(C)(=O)=O	-2.7	-4.3	105.9
31	O=C(c1ccco1)N1CC2(CC(c3ccc(Cl)cc3)=NO2)CN1Cc1ccc(Br)cc1 (centres undefined)	-12.2	-11.5	100.9
32	O=C(COC(=O)c1cc(S(=O)(=O)N2CCOCC2)ccc1Cl)NC1CCCCC1	-5.2	-2.7	110.3
33	CCN(c1ccccc1)S(=O)(=O)c1ccc(OC)c(NC(=O)c2ccco2)c1	14.0	11.7	101.8
34	N#Cc1ccccc1C[C@H](N)C(=O)NC[C@H]1O[C@@H](n2ccc(N)nc2=O)[C@H](O)[C@@H]1O	-5.8	2.2	91.3
35	COc1ccc(CN(CCCn2cnc3c(OC)ncnc32)CCCn2cnc3c(OC)ncnc32)cc1	2.1	-3.3	99.0

Next section.
#	structure	PKA-R1A act	PKA-R2B activ	DSG3 Ab inh
37	CCN(CC)C(=O)C1=C(C)N(CCC2=CCCCC2)C(=O)C(CC(=O)NCCCN(C)C)C1 (centres undefined)	7.6	-0.1	103.2
38	C[C@@H]1CCCCO[C@@H](CN(C)S(=O)(=O)c2ccc(Cl)cc2)[C@@H](C)CN([C@H](C)CO)C(=O)c2cc(N(C)C)ccc2O1	4.0	-0.7	98.6
39	Cc1cc(Nc2ccc(C)c(C)c2)n2ncnc2n1	-2.0	-4.8	95.0
40	COc1ccccc1S(=O)(=O)N(C)C[C@H]1OCc2cnnn2CCCC(=O)N([C@H](C)CO)C[C@@H]1C	0.4	2.1	106.4
41	C[C@@H]1CN([C@H](C)CO)C(=O)c2cc(Br)cnc2O[C@H]1CN(C)C(=O)CC1CC1	-4.7	2.6	95.8
42	CC1=C(C(=O)N(C)C)CC(CC(=O)NCCc2ccccn2)C(=O)N1Cc1ccc(F)cc1 (centres undefined)	-14.8	-3.5	117.1
43	CC1CCCN(S(=O)(=O)c2cccc(C(=O)NCCCN3CCCC3=O)c2)C1 (centres undefined)	-4.2	-4.6	98.0
44	CCC[C@H]1CN(c2ccc(Br)cc2)C(=O)[C@@H]1CC(=O)Nc1ccccc1	-12.1	7.9	102.7
45	O=C(OCc1cn([C@H]2CN(C(=O)c3cccs3)[C@@H](c3ccc(Cl)cc3)C[C@@H]2O)nn1)c1ccccc1	0.9	-1.3	100.4
46	O=C(COC(=O)Cc1c[nH]c2ccccc12)Nc1ccc(Cl)cc1	0.0	-0.7	101.0
47	O=C(c1ccco1)N1CCC2CC1c1c(Cl)cccc12 (centres undefined)	-1.1	-1.5	97.4
48	COc1cccc(S(=O)(=O)N(C)C[C@H]2OCc3cnnn3CCCC(=O)N([C@H](C)CO)C[C@H]2C)c1	-0.3	0.8	107.3
49	CCC/C=C/c1ccc(CN2C(CC(C)C)C(=O)N(Cc3cn(CCC4OCCCO4)nn3)CCS2(=O)=O)cc1 (centres undefined)	-8.1	0.3	103.2
50	CC1(C)OC(=O)C2=C(CC(CCc3ccccc3)OC2c2ccccc2)O1 (centres undefined)	-5.7	-3.8	114.3
51	Cc1ccc(CN2CCC[C@]3(N[C@H](c4ccc(C)cc4)[C@@H]4C(=O)N(Cc5ccccc5)C(=O)[C@@H]43)C2=O)cc1	-17.6	1.1	105.9
52	CCOC(=O)N(C)C[C@@H]1OCc2cnnn2CCCC(=O)N([C@H](C)CO)C[C@@H]1C	5.8	5.1	103.8
53	COc1ccc(S(=O)(=O)N2CCOCC2)cc1NC(=O)C1CC(=O)N(c2ccc3c(c2)OCCO3)C1 (centres undefined)	3.7	7.2	99.0
54	Cc1ccc([C@H]2C[C@@H](n3cc(COC(=O)c4ccccc4)nn3)[C@H](O)CN2C(=O)c2cccs2)cc1	7.4	7.1	104.2
55	O=C1NC(Cc2ccccc2)c2nc3cc(F)ccc3c(=O)n2-c2ncccc21 (centres undefined)	-3.3	3.6	97.0
56	O=C1NC(Cc2ccccc2)c2nc3cc(Cl)ccc3c(=O)n2-c2ncccc21 (centres undefined)	2.0	0.2	105.5
57	Nc1ccn(CCCNC2CCN(Cc3ccccc3)CC2)c(=O)n1	-4.5	-6.2	109.5
58	Cc1ccc(S(=O)(=O)N2CC3(O)CN(C(=O)OC(C)C)N(C(=O)OC(C)C)CC3(OC(=O)NCc3ccco3)C2)cc1 (centres undefined)	-11.1	4.8	109.2
59	CCCCCCNC(=O)O[C@@]12CN(S(=O)(=O)c3ccc(C)cc3)C[C@]1(O)Cn1c(=O)n(CCCCCC)c(=O)n1C2	-28.3	-7.3	112.9
60	C[C@H](CO)N1C[C@H](C)[C@@H](CN(C)Cc2cccc(O)c2)OCc2cnnn2CCCC1=O	7.1	0.1	102.6
61	CC1=C(C(=O)N2CCOCC2)CC(CC(=O)NC2CCCC2)C(=O)N1Cc1ccc(F)cc1 (centres undefined)	-0.9	2.2	103.4
62	OCC[C@@H]1C[C@H](O)[C@@H](O)[C@]2(OCCc3cc(C(F)(F)F)ccc32)O1	-8.9	2.5	103.0
63	C[C@@H]1CN([C@H](C)CO)C(=O)CCCn2nncc2CO[C@H]1CN(C)S(=O)(=O)c1ccccc1F	-3.2	8.0	100.2
64	C[C@@H]1CN([C@@H](C)CO)C(=O)CCCn2cc(nn2)CO[C@H]1CN(C)S(=O)(=O)c1cn(C)cn1	13.0	0.7	103.8
65	C[C@@H]1CN([C@@H](C)CO)S(=O)(=O)c2ccc(Br)cc2O[C@@H]1CN(C)C(=O)C1CC1	-1.0	6.8	84.5*
66	Cc1cn([C@H]2C[C@H](O)[C@@H](CNCc3ccc(F)c(N4CCOCC4)c3)O2)c(=O)[nH]c1=O	3.9	1.4	109.2
67	CCCCN1C[C@H](c2ccccc2)[C@@H](CC(=O)NC)C1=O	-2.1	14.5	104.3
68	O=C(C[C@@H]1C[C@H]2c3cc(NC(=O)NC4CCCCC4)ccc3O[C@H]2[C@H](CO)O1)NC1CCCCC1	1.9	-9.0	101.2

Some of the compounds tested; rates above refer to the full screens.
